# Screening results: PubChem, National Center for Advancing Translational Sciences (NCATS)
# CCT chaperon mod: modulators of cytosolic chaperonin (CCT/TRiC) activity; 360,000 compounds, 0.3% hits; activity change, % (test concentration not listed), hits read low; purified chaperonin ATPase assay, HTRF ADP detection, 30 min; in the data active = activity change below about -30%; note: % is set by controls: 0 for no effect and ±100 for the full control effect
#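 We incubate TRiC, 40 or 20 nM final, with library compounds at 76 uM and 10 uM ATP for 30 min at 37 °C. ADP formed is detected with Transcreener HTRF reagents after 30 min at room temperature.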
# IL-2 act: activators of IL-2 | AID 652025 | IL-2 activation reporter assay, cell-based qHTS; stimulated with anti-CD3/CD4/CD28 beads; in transgenic mouse T cells | 360,000 compounds, 0.065% hits | activation, % (series mostly up to about 46 µM); in the data active = activation above about 50%; inconclusive = mostly about 30% to 49%; note: 0% is about no effect
#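 First, unstimulated transgenic mouse T cells were exposed to compound for 60 min. Next, anti-CD3/anti-CD4-coated beads with anti-CD28 were added. Finally, after 18 h at 37 degrees C, EGFP and DsRed were imaged.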
# PLK1 PBD inh: inhibitors of human PLK1 polo-box domain binding; 360,000 compounds, 2.8% hits; Potency, µM, inactives show max response, negative = inhibition, most hits filed as inhibitors; Plk1 PBD binding of FITC phosphopeptide, fluorescence polarization; P53350; note: potency is the fitted concentration of half-maximal effect; series mostly up to about 57 µM; % is set by controls: 0 for no effect and ±100 for the full control effect; nearly all actives have a fitted effect of over 65% in size
# EPAC1 ag: EPAC1 (human) agonism | O95398 | EPAC1 agonist qHTS, biochemical assay; response scale: 100% = response to 6.5 mM cAMP | Potency, µM (highest dose often 154 µM), without a hit: top-dose activation, hits mostly activators | 360,000 compounds, 0.073% hits; note: potency is the fitted concentration of half-maximal effect; nearly all actives have a fitted effect of over 60% in size
#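 Multi-concentration qHTS readout: loss of Rap1B-bound BODIPY-GDP fluorescence driven by 100 nM EPAC1 with excess GDP (50 uM), monitored kinetically at room temperature; agonist response expressed relative to 6.5 mM cAMP.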
# EPAC1 antag: EPAC1 (human) antagonism; O95398; EPAC1 GEF assay, Rap1b-BODIPY-GDP exchange fluorescence; Potency, µM (titrated, usually from 115 µM), for the others: at the highest dose activity change, negative = inhibition, hits mostly inhibitors; 360,000 compounds, 0.14% hits;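 note: potency is the fitted concentration of half-maximal effect; plate controls were vehicle for no effect and positive control for full effect; nearly all actives have a fitted effect of over 50% in size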
# EPAC2 ag: EPAC2 (human) agonism | Q8WZA2 | EPAC2 activation, biochemical qHTS; response scale: 100% = 6.5 mM cAMP response | Potency, µM (doses to about 154 µM), for the others: at the highest dose activation, hits mostly activators | 360,000 compounds, 0.079% hits; note: potency is the fitted concentration of half-maximal effect; nearly all actives have a fitted effect of over 50% in size
#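 EPAC2 (100 nM) mixed with Rap1B loaded with BODIPY-GDP (250 nM) plus 50 uM unlabeled GDP; compounds pinned in, 5 min RT, then read every 5 min for 30 min (ex 480, em 540 nm). Normalized to cAMP control.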
# PI5P4Ka inh: PI5P4K alpha (human) kinase inhibition | PI5P4Kalpha enzyme, ADP-Glo luminescence, 60 min; active compounds read low | max response, % | 330,000 compounds, 1.2% hits | AID 652105; active = max response of -50% or lower; inconclusive = between -30% and -50%; inactive = -30% or higher; note: value at the top dose of about 77 µM; % is set by controls: 0 for no effect and ±100 for the full control effect
#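 ADP-Glo luminescence end-point after a 60 min room-temperature kinase reaction. PI5P4Kalpha and substrate in HEPES pH 7.4 buffer with EGTA, 0.1% CHAPS and 5% DMSO; ATP at 5 microM final.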
# WRN helicase inh: blocks human WRN helicase. WRN helicase unwinding, fluorescent forked duplex, kinetic. Potency, µM (titrated, usually from 114 µM), inactives show at the highest dose activity change, negative = inhibition, actives largely listed as inhibitors. Q14191. AID 651768. 360,000 compounds, 0.46% hits; note: potency is the fitted concentration of half-maximal effect; % is set by controls: 0 for no effect and ±100 for the full control effect; nearly all actives have a fitted effect of over 55% in size
# Target sequence (Q14191 whole entry, looked up): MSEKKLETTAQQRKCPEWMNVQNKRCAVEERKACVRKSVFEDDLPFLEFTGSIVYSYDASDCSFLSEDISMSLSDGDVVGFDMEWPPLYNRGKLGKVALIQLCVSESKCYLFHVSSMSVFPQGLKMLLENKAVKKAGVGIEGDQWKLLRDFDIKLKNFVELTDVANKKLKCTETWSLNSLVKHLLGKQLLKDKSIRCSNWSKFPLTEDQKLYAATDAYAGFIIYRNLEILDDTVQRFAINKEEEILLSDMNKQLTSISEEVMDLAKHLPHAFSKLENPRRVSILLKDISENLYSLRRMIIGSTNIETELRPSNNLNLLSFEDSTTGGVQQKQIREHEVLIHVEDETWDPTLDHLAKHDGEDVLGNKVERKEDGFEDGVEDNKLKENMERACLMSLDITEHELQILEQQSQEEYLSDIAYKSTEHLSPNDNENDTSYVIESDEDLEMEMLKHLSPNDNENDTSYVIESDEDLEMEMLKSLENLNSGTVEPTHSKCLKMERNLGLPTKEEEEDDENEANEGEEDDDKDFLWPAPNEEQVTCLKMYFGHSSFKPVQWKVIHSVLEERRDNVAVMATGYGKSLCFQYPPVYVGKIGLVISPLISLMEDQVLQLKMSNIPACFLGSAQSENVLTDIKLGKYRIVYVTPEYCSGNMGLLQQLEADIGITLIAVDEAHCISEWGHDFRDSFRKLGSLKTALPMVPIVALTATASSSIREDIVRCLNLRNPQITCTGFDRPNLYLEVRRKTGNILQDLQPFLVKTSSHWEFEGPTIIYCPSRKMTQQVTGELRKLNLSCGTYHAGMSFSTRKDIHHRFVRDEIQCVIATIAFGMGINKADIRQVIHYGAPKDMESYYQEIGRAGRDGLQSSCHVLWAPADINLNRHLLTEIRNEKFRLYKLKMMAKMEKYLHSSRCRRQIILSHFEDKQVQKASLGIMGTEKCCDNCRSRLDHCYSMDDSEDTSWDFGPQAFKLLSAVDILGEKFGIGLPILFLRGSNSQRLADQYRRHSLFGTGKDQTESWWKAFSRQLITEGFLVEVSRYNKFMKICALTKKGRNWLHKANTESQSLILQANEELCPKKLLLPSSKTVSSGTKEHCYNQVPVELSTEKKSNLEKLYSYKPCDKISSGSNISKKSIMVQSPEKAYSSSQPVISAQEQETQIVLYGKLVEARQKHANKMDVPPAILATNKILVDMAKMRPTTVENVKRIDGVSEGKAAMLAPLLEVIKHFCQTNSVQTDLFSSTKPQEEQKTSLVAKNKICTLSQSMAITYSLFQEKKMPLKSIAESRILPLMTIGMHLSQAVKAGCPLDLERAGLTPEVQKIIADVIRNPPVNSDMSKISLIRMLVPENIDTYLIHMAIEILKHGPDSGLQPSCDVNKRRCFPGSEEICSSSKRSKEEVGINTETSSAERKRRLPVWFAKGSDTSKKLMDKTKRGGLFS
#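 Kinetic red-fluorescence monitoring (525/598 nm) tracks WRN helicase activity after 100 nM fluorophore-quencher forked duplex and 2 mM ATP are added to 20 nM enzyme pretreated 15 min at room temperature with compound.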
# * = called active by the depositor; ? = inconclusive; nt = no result given; [ ] = another dose, or the depositor's remark. Unless noted, calls come from the whole dose curve; as a rule, active = well fitted curve in the direction sought with a large enough effect; inconclusive = small, poorly fitted or top-dose-only effect, or another doubt; inactive = no such curve, though single readings can be large; an effect the other way counts as inactive or inconclusive. Only part of the results is shown. The share of hits here may be higher or lower than overall.
# The opening 2 compounds (preview)
1	Cc1ccccc1/C=N/Nc1nc2ccccc2[nH]1
2	CC(C)CNC(=O)C1(C)CCCN1C(=O)c1c(Cl)cccc1Cl (stereo not drawn)

screen / no.	1	2
CCT chaperon mod	-0.7	0.9
IL-2 act	0.7	-0.3
PLK1 PBD inh	-11%	-2%
EPAC1 ag	8%	10%
EPAC1 antag	-17%	-9%
EPAC2 ag	6%	6%
PI5P4Ka inh	4	1
WRN helicase inh	-11%	-3%

# Main list, repeating the preview:
1	Cc1ccccc1/C=N/Nc1nc2ccccc2[nH]1
2	CC(C)CNC(=O)C1(C)CCCN1C(=O)c1c(Cl)cccc1Cl (stereo not drawn)
3	N#CC1(Nc2ccc(C(=O)O)cc2)CCCC1
4	CCOC(=O)NC(=O)c1cn(CCNCCO)c(=O)[nH]c1=O
5	O=C(CS(=O)(=O)c1ccc(F)cc1)N1CCN(c2ccccc2)CC1

screen / no.	1	2	3	4	5
CCT chaperon mod	-0.7	0.9	0.8	-1.1	1.8
IL-2 act	0.7	-0.3	2.3	-0.8	-4.3
PLK1 PBD inh	-11%	-2%	0%	-9%	-1%
EPAC1 ag	8%	10%	-2%	6%	-1%
EPAC1 antag	-17%	-9%	12%	5%	-4%
EPAC2 ag	6%	6%	6%	2%	8%
PI5P4Ka inh	4	1	2	3	-4
WRN helicase inh	-11%	-3%	-12%	-3%	8%

6	Cc1cc(NC(=O)CSc2nc3sc(C)c(C)c3c(=O)n2C2CCCC2)no1
7	C(=N\Nc1nc2ccccc2[nH]1)/c1ccncc1
8	O=S(=O)(c1cccc(S(=O)(=O)N2CCCC2)c1)N1CCCCC1
9	COc1ccc(C(=O)Nc2ccccc2Cc2ccccc2)c(OC)c1
10	Cc1ccc(S(=O)(=O)NCCOC(=O)Nc2sc(=S)n(C)c2C)cc1

screen / no.	6	7	8	9	10
CCT chaperon mod	-2.1	0.4	1.6	3.7	-0.1
IL-2 act	0.6	-0.6	2.2	-2.1	-2.1
PLK1 PBD inh	-6%	-17%	5%	-5%	?
EPAC1 ag	-2%	7%	7%	11%	-8%
EPAC1 antag	3%	10%	-9%	3%	-2%
EPAC2 ag	-5%	12%	-3%	15%	-9%
PI5P4Ka inh	nt	-3	0	23	nt
WRN helicase inh	5%	6%	-1%	-20%	-3%

# Profiles, quoted from the list. Order of values: CCT chaperon mod | IL-2 act | PLK1 PBD inh | EPAC1 ag | EPAC1 antag | EPAC2 ag | PI5P4Ka inh | WRN helicase inh
# Results for COc1ccc(C(=O)Nc2ccccc2Cc2ccccc2)c(OC)c1 → 3.7 | -2.1 | -5% | 11% | 3% | 15% | 23 | -20%
# Results for O=S(=O)(c1cccc(S(=O)(=O)N2CCCC2)c1)N1CCCCC1 → 1.6 | 2.2 | 5% | 7% | -9% | -3% | 0 | -1%
# Results for C(=N\Nc1nc2ccccc2[nH]1)/c1ccncc1 → 0.4 | -0.6 | -17% | 7% | 10% | 12% | -3 | 6%
# Results for Cc1cc(NC(=O)CSc2nc3sc(C)c(C)c3c(=O)n2C2CCCC2)no1 → -2.1 | 0.6 | -6% | -2% | 3% | -5% | nt | 5%

# The list goes on:
11	COc1ccccc1C(CNC(=O)COc1cc(C)ccc1Cl)N1CCCC1 (stereo not drawn)
12	CCC[N+](CC#Cc1ccccc1)(CCC)CC(=O)c1ccc(Cl)cc1
13	COc1ccc(/C=C/c2nc(N)nc(-c3ccccc3O)n2)cc1
14	C[n+]1c2n(c3ccccc31)N=C(c1ccc(-c3ccccc3)cc1)CS2
15	COc1ccc(/C(C)=N/NC(=O)C2CC2)cc1

screen / no.	11	12	13	14	15
CCT chaperon mod	-2.0	-1.4	-2.0	-0.2	0.3
IL-2 act	-2.1	-2.6	-1.9	-4.5	-3.2
PLK1 PBD inh	-1%	-10%	-7%	-3%	5%
EPAC1 ag	1%	-2%	6%	-7%	-10%
EPAC1 antag	1%	-12%	1%	4%	15%
EPAC2 ag	4%	5%	4%	0%	-5%
PI5P4Ka inh	12	-6	5	1	-4
WRN helicase inh	1%	-18%	4%	34%	-3%

16	N/C(CC(=O)NCCOc1ccccc1)=N\O
17	Cc1ccc(CNC(=O)CCCCCNC(=O)N2CCn3c2nc2ccccc23)cc1
18	Cc1cccc(NC(=O)c2cc3c(=O)n4ccccc4nc3s2)c1
19	Oc1ccc2ccccc2c1Br
20	Cc1cc(Br)ccc1NC(=O)CNC(=O)CSc1nccn1C

screen / no.	16	17	18	19	20
CCT chaperon mod	-1.8	-1.4	0.7	0.9	-0.5
IL-2 act	-2.0	-2.5	1.4	-0.3	2.0
PLK1 PBD inh	-5%	1%	-15%	?	-7%
EPAC1 ag	3%	-4%	-2%	-16%	-8%
EPAC1 antag	1%	23%	11%	-10%	-3%
EPAC2 ag	1%	-1%	16%	5%	0%
PI5P4Ka inh	nt	5	-5	-1	3
WRN helicase inh	-4%	5%	?	-4%	-18%

21	Cc1ccc(C2C3=C(CC(C)(C)CC3=O)OC3=C2C(=O)CC(C)(C)C3)cc1
22	O=C(CCC(=O)OCC(=O)c1cccc([N+](=O)[O-])c1)NC1CCCCC1
23	Cc1ccc(N(CC(=O)N=Nc2c(O)[nH]c3ccccc23)S(C)(=O)=O)c(C)c1
24	COc1cccc(S(=O)(=O)NCc2ccc(C(=O)N3CCN(C)CC3)cc2)c1
25	COc1ccc(N2CCN(C(=O)Cc3ccc(C)cc3)CC2)cc1

screen / no.	21	22	23	24	25
CCT chaperon mod	-0.5	-0.5	1.1	1.2	-4.7
IL-2 act	-1.5	6.1	0.0	0.3	0.7
PLK1 PBD inh	-5%	-11%	?	-13%	-6%
EPAC1 ag	5%	0%	3%	-4%	5%
EPAC1 antag	-12%	-11%	-10%	10%	-5%
EPAC2 ag	-1%	0%	17%	5%	-1%
PI5P4Ka inh	0	1	-22	5	2
WRN helicase inh	-9%[57.1 µM]	-8%	?	-8%	-19%
